# SW480 rerep: induces DNA re-replication in SW480 colon adenocarcinoma cells; hit rate 1.8% among 340,000; Potency, µM (highest dose often 46.1 µM), for the others: at the highest dose re-replication activation, actives largely listed as activators; AID 624297; SW480 DNA re-replication, Hoechst DNA content imaging, 48 h; also: potency is read from the fitted curve at half-maximal effect; % of control where 0% means no effect; nearly all actives have a fitted effect of over 55% in size
#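 Per well, 250 cells were exposed to pinned compound for 48 hr. Nuclear DNA was visualised with Hoechst (40 min, 37 C) and total object intensity recorded by fluorescence scanning.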
# HT1080 IDH1KD tx: toxicity to HT-1080 IDH1 knockdown cells (counter line); HT-1080 IDH1 knockdown viability, ATP luminescence, 48 h; Potency, µM (series often up to 46.1 µM), inactives show at the highest dose activity, negative = toxicity, usual class: cytotoxic; hit rate 2% among 360,000; AID 686971;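 also: potency is read from the fitted curve at half-maximal effect; 0% = DMSO wells and -100% = cell-free medium wells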
#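 Viability of IDH1-knockdown HT-1080 fibrosarcoma cells was assessed by CellTiter-Glo after 48 h at 37 °C with titrated compound; concentration-effect curves were classified by fit quality and response size.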
# IL-1B inflam inh: blocks inflammasome-driven IL-1 beta release; AID 743279; activity change, % at 57.5 µM; THP-1 LPS/ATP IL-1B secretion, AlphaLISA, 16 h; active compounds read low; hit rate 4.7% among 360,000; in the data active = activity change below about -50%; inconclusive = mostly about -30% to -49%; also: % is scaled to controls: 0 for no effect and ±100 for the full control effect
#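 Secreted IL-1B measured by AlphaLISA bead assay after 16 h compound exposure of THP-1 cells; compounds (final up to 57.5 uM) added 1 h before LPS (250 ng/mL) and ATP (1.25 mM) stimulation; lower signal means less secretion.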
# MCF10A rereplic: induces DNA re-replication in MCF 10a normal breast cells; Potency, µM (titrated, usually from 46.1 µM), for the others: at the top dose activity, positive = re-replication, actives largely listed as activators; hit rate 2.9% among 350,000; MCF 10A DNA re-replication, Hoechst nuclear intensity, 48 h; also: potency is read from the fitted curve at half-maximal effect; % of control where 0% means no effect; nearly all actives have a fitted effect of over 50% in size
# S2 tox: cell viability loss in ATXN counter-screen | S2 cells (HEK-293 line with an ATXN2-luciferase reporter) viability, CellTiter-Fluor protease fluorescence, 24 h | Potency, µM (doses to about 56.7 µM), actives largely listed as cytotoxic | hit rate 0.49% among 400,000 | AID 651635; also: potency is read from the fitted curve at half-maximal effect; nearly all actives have a fitted effect of over 40% in size
# KB-V1 MDR tox: kills drug-selected multidrug resistant KB-V1 cells | KB-V1 MDR cells viability, CellTiter-Glo, 72 h | Potency, µM (series often up to 46.1 µM), for inactives: top-dose activity change, negative = cytotoxicity, actives largely listed as cytotoxic | hit rate 3.4% among 400,000 | AID 1347076; also: potency is read from the fitted curve at half-maximal effect; % is scaled to controls: 0 for no effect and ±100 for the full control effect; nearly all actives have a fitted effect of over 60% in size
#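 KB-V1, DMEM (no phenol red) + 10% FBS; cpd pin-transferred, titration series; 72 h, 37 degrees C; CellTiter-Glo, luminescence. Data normalized, curve-fit.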
# HT1080NT lethal: kills 2HG-producing HT-1080-NT fibrosarcoma cells; hit rate 1.6% among 360,000; AID 686970; Potency, µM (titrated, usually from 46.1 µM), for the others: at the highest dose activity, negative = less viability, actives largely listed as cytotoxic; HT-1080-NT fibrosarcoma viability, CellTiter-Glo ATP luminescence, 48 h;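 also: NT is the 2HG producing partner of a matched IDH1 knockdown line; potency is read from the fitted curve at half-maximal effect; 0% = DMSO-treated cells and -100% = media-only wells without cells; nearly all actives have a fitted effect of over 55% in size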
#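 750 cells/well, RPMI + 5% FBS; 2 h settle, compound pin-transfer, 48 h at 37 degrees C. CellTiter-Glo 10 min RT, luminescence. Normalized to DMSO and media-only wells.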
# ATXN2 expr inh: reduces ATXN2 reporter expression in HEK-293 cells. HEK-293 ATXN2-luciferase reporter, luminescence, 24 h. Potency, µM (titrated, usually from 57 µM), for inactives: top-dose activity change, negative = inhibition, actives largely listed as inhibitors. hit rate 0.72% among 360,000. AID 1745845; also: potency is read from the fitted curve at half-maximal effect; % is scaled to controls: 0 for no effect and ±100 for the full control effect; nearly all actives have a fitted effect of over 55% in size
#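 ATXN2-luciferase reporter cells (luciferase flanked by upstream and downstream ATXN2 gene portions) were treated 24 h at 37 °C with compounds at up to 57 uM. SteadyGlo luminescence gave expression; GF-AFC fluorescence gave viability.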
# KB-3-1 cytotox: KB-3-1 parental cell cytotoxicity; KB-3-1 viability, CellTiter-Glo ATP luminescence, 72 h; Potency, µM (top dose mostly 46.1 µM), without a hit: top-dose activity change, negative = cytotoxic, most hits filed as cytotoxic; hit rate 1.4% among 400,000; AID 1347075; also: potency is read from the fitted curve at half-maximal effect; % is scaled to controls: 0 for no effect and ±100 for the full control effect; nearly all actives have a fitted effect of over 60% in size
#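 Viability of parental KB-3-1 cells, measured by CellTiter-Glo luminescence, followed a 72 h incubation at 37 °C with pinned compounds in phenol-red-free DMEM containing 10% FBS.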
# Active calls of the source: *; i = inactive; ? = inconclusive; · = not tested or not shown; & = joins results of further samples; [ ] = another dose, or the depositor's remark. Unless noted, calls follow the shape of the dose curve; as a rule, active = well fitted curve in the direction sought with a large enough effect; inconclusive = small, poorly fitted or top-dose-only effect, or another doubt; inactive = no such curve, though single readings can be large; an effect the other way counts as inactive or inconclusive. The order is random. Share with any hit: about 11%.
# The first four entries (preview)
# Abbreviations – A = SW480 rerep; B = HT1080 IDH1KD tx; C = IL-1B inflam inh; D = MCF10A rereplic; E = S2 tox; F = KB-V1 MDR tox; G = HT1080NT lethal; H = ATXN2 expr inh; I = KB-3-1 cytotox
> CCOc1ccc(N(C(=O)c2snc(C(N)=O)c2N)C(C(=O)NCC2CCCO2)c2ccc(C)o2)cc1 (centres undefined)
  A = 2.5%	B = -13.2%	C = -27.3	D = 5.4%	E = i	F = -18.2%	G = 6.4%	H = -14.6%	I = 20.7%

> COc1ccc2c(c1)c1c(c(=O)n(Cc3ccccc3)c(=O)n1CC(=O)NCc1ccccc1Cl)n2C
  A = ·	B = ·	C = ·	D = ·	E = i	F = -11.0%	G = ·	H = 13.3%	I = -2.0%

> Cc1cccc(CCN2C(N(C)C)=NC[C@@H]2Cc2ccccc2)c1
  A = 2.9%	B = -11.4%	C = -59.2*	D = ?	E = ?	F = ?	G = ?	H = -18.6%	I = ?

> COc1ccc(NC(=O)C[C@H]2C(=O)N(Cc3ccccc3)C[C@@H]2Cc2ccccc2)cc1
  A = ·	B = -17.7%	C = ?	D = ·	E = ?	F = ?	G = -19.4%	H = -8.5%	I = -8.7%

# The listing, previewed entries included:
# Abbreviations – A = SW480 rerep; B = HT1080 IDH1KD tx; C = IL-1B inflam inh; D = MCF10A rereplic; E = S2 tox; F = KB-V1 MDR tox; G = HT1080NT lethal; H = ATXN2 expr inh; I = KB-3-1 cytotox
> CCOc1ccc(N(C(=O)c2snc(C(N)=O)c2N)C(C(=O)NCC2CCCO2)c2ccc(C)o2)cc1 (centres undefined)
  A = 2.5%	B = -13.2%	C = -27.3	D = 5.4%	E = i	F = -18.2%	G = 6.4%	H = -14.6%	I = 20.7%

> COc1ccc2c(c1)c1c(c(=O)n(Cc3ccccc3)c(=O)n1CC(=O)NCc1ccccc1Cl)n2C
  A = ·	B = ·	C = ·	D = ·	E = i	F = -11.0%	G = ·	H = 13.3%	I = -2.0%

> Cc1cccc(CCN2C(N(C)C)=NC[C@@H]2Cc2ccccc2)c1
  A = 2.9%	B = -11.4%	C = -59.2*	D = ?	E = ?	F = ?	G = ?	H = -18.6%	I = ?

> COc1ccc(NC(=O)C[C@H]2C(=O)N(Cc3ccccc3)C[C@@H]2Cc2ccccc2)cc1
  A = ·	B = -17.7%	C = ?	D = ·	E = ?	F = ?	G = -19.4%	H = -8.5%	I = -8.7%

> CN(C(=O)c1ccccc1Cl)c1ccccc1
  A = -8.9%	B = 8.2%	C = -12.5	D = 3.3%	E = i	F = -18.6%	G = 13.5%	H = -3.3%	I = 2.9%

> Cc1ccc(Cn2ccsc2=NC(=O)CCl)cc1
  A = 94.8%[1.84 µM]	B = 11.6µM*	C = -100.4*	D = ?	E = 0.794µM*	F = ?	G = 1.03µM*	H = ?	I = 20.6µM*

> CC(C)(C)OC(=O)C[C@H]1C/C=C\C[C@@H](CC(=O)N(CCO)Cc2ccccc2)C(=O)N[C@@H](c2ccccc2)COC1=O
  A = 18.4%	B = -0.7%	C = -3.7	D = 20.2%	E = i	F = 0.0%	G = -0.9%	H = 1.8%	I = -26.0%

> O=C(Cc1cc(=O)[nH][nH]1)N/N=C/C(Cl)=C/c1ccccc1
  A = -2.0%&-1.0%	B = 6.1%&0.5%	C = 3.9&-14.6	D = ?	E = i	F = 1.6%&17.8%	G = 5.3%&7.4%	H = 1.6%&19.5%	I = 1.6%&0.0%

> O=[N+]([O-])c1cc(S(=O)(=O)Nc2cccc(Cl)c2)ccc1N/N=C/c1ccc(N2CCOCC2)cc1
  A = 5.3%	B = 6.7%	C = 5.3	D = 11.0%	E = i	F = -4.3%	G = 0.0%	H = ·	I = ?

> COC(=O)c1ccc(COC(=O)C2CCN(S(=O)(=O)c3c(Cl)cccc3Cl)CC2)o1
  A = -1.8%	B = 13.0%	C = 22.1	D = 1.6%	E = i	F = 2.6%	G = 16.2%	H = 6.7%	I = 0.0%

> COc1ccc(CCCc2nnc(SCC(=O)Nc3cccc(C)c3)o2)cc1C
  A = ·	B = ·	C = ·	D = ·	E = i	F = 6.7%	G = ·	H = -0.8%	I = -10.0%

> COc1ccc(C(C#N)C2(C)OCCO2)cc1OC (centres undefined)
  A = ?	B = -11.0%	C = -4.2	D = 0.8%	E = i	F = -1.5%	G = 4.5%	H = 4.5%	I = -0.9%

> CN(CC(=O)Nc1ccccc1Cl)C(=O)Cn1cnc2ccc(Cl)cc2c1=O
  A = -2.4%	B = -2.0%	C = 17.4	D = -3.4%	E = i	F = -28.9%	G = -2.2%	H = 4.5%	I = -1.1%

> CCn1c(=O)c2c3c(sc2n2cnnc12)CCC3
  A = -3.9%[9.22 µM]	B = 13.0%	C = 4.4	D = -1.4%	E = i	F = -22.5%	G = 4.5%	H = 1.4%	I = -0.6%

> CC(=O)c1ccc(S(=O)(=O)N2CCC(NC(=O)c3ccccc3)CC2)cc1
  A = -26.9%	B = 5.6%	C = 16.1	D = 4.9%	E = i	F = -14.4%	G = 5.0%	H = 2.0%	I = -1.8%

> COc1ccc(/C=C/C(=O)NCc2cn(C)nc2C)cc1COc1ccc(Br)cc1
  A = 14.3%	B = ?	C = ?	D = ?	E = i	F = -7.8%	G = -27.6%	H = -14.8%	I = 3.1%

> N=c1oc2ccc3ccccc3c2cc1-c1nnc2n1CCCCC2
  A = 7.7%	B = 2.2%[9.24 µM]	C = -2.0	D = 0.1%	E = i	F = -14.4%	G = -0.5%	H = -0.8%	I = 17.9%

> COC(=O)C1Cc2c([nH]c3ccccc23)C2(CCN(Cc3ccccc3)CC2)N1 (centres undefined)
  A = 20.0%	B = 18.4µM*	C = -86.3*	D = 25.0%	E = i	F = ?	G = 18.4µM*	H = -21.5%	I = -23.4%

> CCOC(=O)COc1c(Cl)cc(/C=C2\N=C(C)OC2=O)cc1OC
  A = -2.1%	B = 3.6%	C = 4.8	D = -0.1%	E = i	F = 6.2%	G = 0.5%	H = -14.9%	I = -5.5%

> CCCN(CC(=O)Nc1ccccc1C)C(=O)c1cc(C)oc1C
  A = 4.3%	B = 9.8%	C = -4.7	D = -0.3%	E = i	F = -8.8%	G = 1.3%	H = 6.0%	I = 17.8%

> COc1ccc(COC(=O)NC(C(=O)O)c2ccccc2)cc1 (centres undefined)
  A = 2.1%	B = -4.1%	C = 7.0	D = 1.7%	E = i	F = 0.3%	G = -3.3%	H = -2.4%	I = 2.7%

> Cc1ccccc1-n1nc(C(=O)O)cc1-c1ccccc1
  A = 0.9%	B = 15.6%	C = 24.2	D = 4.8%	E = i	F = -12.9%	G = -2.1%	H = -0.5%	I = -0.1%

> CC(C)=CC(=O)OCC(=O)Nc1cc(C)ccc1C
  A = 1.1%	B = 25.0%	C = 20.0	D = 1.8%	E = i	F = 2.8%	G = 17.6%	H = -4.8%	I = -8.1%

> O=C(OCc1ccc(F)cc1)c1cc(=O)c2ccccc2o1
  A = 0.4%	B = 7.3%	C = -13.7	D = -0.8%	E = i	F = 2.6%	G = 14.4%	H = 28.6%	I = 14.8%

> CCOC(=O)N1CCN(C(=O)CCCn2c(=S)[nH]c3ccc(Br)cc3c2=O)CC1
  A = 1.2%	B = 5.4%	C = 8.1	D = 13.7%	E = ?	F = 11.6µM*	G = -2.2%	H = -3.1%	I = 1.9%

> c1ccc(CSc2nccc(-c3ccco3)n2)cc1
  A = 3.3%	B = 9.3%	C = 16.0	D = 7.8%	E = i	F = -2.4%	G = 14.9%	H = -0.7%	I = -2.9%

> O=C(Nc1ncccc1O)c1ccc(Cl)c(S(=O)(=O)N2CCCC2)c1
  A = ·	B = 0.0%	C = 26.2	D = ·	E = i	F = 0.4%	G = -3.2%	H = ·	I = -2.7%

# 2 entries from above, as labelled records.
COc1ccc(C(C#N)C2(C)OCCO2)cc1OC (centres undefined)
  SW480 rerep: ?; HT1080 IDH1KD tx: -11.0%; IL-1B inflam inh: -4.2; MCF10A rereplic: 0.8%; S2 tox: i; KB-V1 MDR tox: -1.5%; HT1080NT lethal: 4.5%; ATXN2 expr inh: 4.5%; KB-3-1 cytotox: -0.9%
CN(CC(=O)Nc1ccccc1Cl)C(=O)Cn1cnc2ccc(Cl)cc2c1=O
  SW480 rerep: -2.4%; HT1080 IDH1KD tx: -2.0%; IL-1B inflam inh: 17.4; MCF10A rereplic: -3.4%; S2 tox: i; KB-V1 MDR tox: -28.9%; HT1080NT lethal: -2.2%; ATXN2 expr inh: 4.5%; KB-3-1 cytotox: -1.1%

# Copied from the list:
# Result of `O=C(Cc1cc(=O)[nH][nH]1)N/N=C/C(Cl)=C/c1ccccc1` under IL-1B inflam inh: 3.9&-14.6
# Result of `COC(=O)c1ccc(COC(=O)C2CCN(S(=O)(=O)c3c(Cl)cccc3Cl)CC2)o1` under MCF10A rereplic: 1.6%
# Result of `CC(=O)c1ccc(S(=O)(=O)N2CCC(NC(=O)c3ccccc3)CC2)cc1` under KB-3-1 cytotox: -1.8%

# High-throughput results (PubChem BioAssay)
